Assay outcomes (PubChem)
Wee1 stabilizer – Wee1 degradation inhibitors, primary screen, cell-based, HeLa, Wee1K328M-luciferase, luminescence | Wee1-like protein kinase (Homo sapiens), P30291 | HeLa Luc-Wee1K328M stability; 100% = proteasome inhibitor MG132 effect | reporter increase, % at 5 µM | 220,000 tested, 1.2% active | AID 1321, 2008;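 active = activation above the mean of all tested compounds plus 3 SD, set per screening run, cut at about 8.8% in these data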;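 also: cells exposed to compound for 20 h before luminescence read; 0% = DMSO alone and 100% = MG132 at 30 µM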
Rad51 HR inh – human RAD51 strand exchange inhibitors, primary screen, biochemical, fluorescence; hRad51 DNA strand exchange, fluorescence dequenching; DNA repair protein RAD51 homolog 1 (Homo sapiens), Q06609; 200,000 tested, 0.085% active; inhibition, % at 10 µM;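 active = inhibition above 40% at the single screening dose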;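 also: 0% = DMSO control wells and 100% = blanks with heterologous ssDNA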
Target sequence (Q06609 whole entry, looked up): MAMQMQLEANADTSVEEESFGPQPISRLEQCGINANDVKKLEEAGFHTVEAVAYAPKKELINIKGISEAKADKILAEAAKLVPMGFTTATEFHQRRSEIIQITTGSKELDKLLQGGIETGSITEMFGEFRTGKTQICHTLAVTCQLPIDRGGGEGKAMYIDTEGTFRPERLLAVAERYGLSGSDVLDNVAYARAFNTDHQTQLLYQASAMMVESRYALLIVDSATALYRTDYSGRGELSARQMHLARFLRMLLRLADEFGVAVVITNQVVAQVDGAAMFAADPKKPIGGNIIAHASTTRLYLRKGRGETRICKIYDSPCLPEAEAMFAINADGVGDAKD
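System: hRad51 filaments on single-stranded DNA; reagent: Fluorescein- and BHQ1-tagged 47-mer duplex; compound dosing: one concentration, 10 µM final; timing: filaments 15 min 37 °C, then compound 30 min; measured by: fluorescein emission 520 nm, excitation 485 nm; benchmarks: per-plate controls and blanks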
p97 ATPase inh – inhibitors of human p97 ATPase, primary screen, biochemical; Transitional endoplasmic reticulum ATPase (Homo sapiens), P55072; recombinant p97 ATPase, Kinase-Glo ATP luminescence, 3 h; inhibition, % at 8 µM; 220,000 tested, 0.42% active; in the data active = inhibition above about 15%;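 also: 0% = DMSO vehicle and 100% = wells lacking enzyme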
eIF4E 4G PPI – eIF4E–eIF4G protein interaction inhibitors, primary screen, biochemical, uHTS, TR-FRET, eIF4GI fragment; TR-FRET eIF4E-eIF4GI(517-606) binding, 2 h; inhibition, % at 21.7 µM; Eukaryotic translation initiation factor 4E (Mus musculus) + Eukaryotic translation …; 220,000 tested, 0.37% active;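 active = inhibition above about 30%, limit read from the data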;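 also: 0% = full FRET control wells and 100% = background wells lacking eIF4GI fragment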
14-3-3 Bad PPI – inhibitors of 14-3-3 zeta/Bad binding, primary screen, biochemical, TR-FRET, bovine 14-3-3 zeta; 220,000 tested, 0.71% active; TR-FRET 14-3-3zeta/Dy647-pBad peptide displacement, 1 h; inhibition, % at 21.7 µM;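 active = inhibition above about 70%, limit read from the data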;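 also: 0% = full 14-3-3 plus peptide FRET controls and 100% = background without 14-3-3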
MDM2 E3 inh – MDM2-luciferase reporter signal enhancers, primary screen, MDM2 E3 ligase inhibitor project, cell-based, luminescence, 1536-well | 210,000 tested, 0.11% active | signal enhancement, % at 5 µM | E3 ubiquitin-protein ligase Mdm2 (Homo sapiens), Q00987 | cell-based MDM2 ubiquitination luciferase reporter, 2 h; 0 = plate control, 100 = twice control, blank-subtracted;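 active = signal enhancement of 30% or more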;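 also: luminescence tracks abundance of the self-degrading MDM2-luciferase fusion protein; higher signal means inhibition of MDM2 E3 ligase activity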
Target sequence (Q00987 whole entry, looked up, the tested form may be a part): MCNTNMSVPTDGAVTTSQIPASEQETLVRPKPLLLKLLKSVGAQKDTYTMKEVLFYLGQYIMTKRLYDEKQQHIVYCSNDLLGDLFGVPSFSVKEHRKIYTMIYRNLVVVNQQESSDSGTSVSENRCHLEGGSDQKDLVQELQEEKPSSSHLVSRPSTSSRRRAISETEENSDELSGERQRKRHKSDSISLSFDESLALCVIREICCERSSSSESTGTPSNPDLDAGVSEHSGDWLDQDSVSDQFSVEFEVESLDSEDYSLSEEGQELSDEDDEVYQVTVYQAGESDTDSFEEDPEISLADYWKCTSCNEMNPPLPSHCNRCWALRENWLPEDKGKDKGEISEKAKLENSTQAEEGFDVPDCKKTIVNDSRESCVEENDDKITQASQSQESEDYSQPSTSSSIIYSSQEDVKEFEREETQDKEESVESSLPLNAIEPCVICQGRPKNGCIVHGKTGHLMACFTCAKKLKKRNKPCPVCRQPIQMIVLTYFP
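test system = mammalian cells stably expressing self-ubiquitinating, self-degrading MDM2 E3–luciferase fusion | quantity = 2000 cells/well | incubation = cell settling 4 h, compound treatment 2 h, both 37 °C | signal = luminescence with SteadyLite reagent, 15 min at room temperature | evaluation = % enhancement relative to plate controls after blank subtraction | benchmarks = plate controls and plate blanks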
FXIa inh – human FXIa protease inhibitors, primary screen, biochemical, 1536-well; 220,000 tested, 0.14% active; AID 798, 2007; purified FXIa, Boc-Glu-Ala-Arg-AMC fluorogenic substrate; inhibition, % at 5 µM; Coagulation factor XI (Homo sapiens), P03951;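 active = inhibition of at least 40%; inactive = inhibition below 40%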;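 also: fluorescence of freed AMC excited at 355 nm; 0% = enzyme without compound and 100% = no enzyme blank; many of its hits are not listed in these tables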
KLK5 inh – human KLK5 protease inhibitors, primary screen, biochemical, 1536-well. inhibition, % at 5 µM. AID 873, 2007. 210,000 tested, 0.59% active. recombinant hK5, fluorogenic AMC substrate cleavage;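 active = inhibition of 40% or more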;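 also: 0% = enzyme controls without compound and 100% = no-enzyme blanks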
FXIIa inh – human FXIIa protease inhibitors, primary screen, biochemical, 1536-well; Coagulation factor XII (Homo sapiens), P00748; inhibition, % at 5 µM; purified FXIIa, Boc-QGR-AMC fluorogenic substrate, 2 h; AID 800, 2007; 220,000 tested, 0.3% active; in the data active = inhibition above about 40%;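 also: 0% = enzyme with no compound and 100% = blank without enzyme; many of its hits are not listed in these tables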
Active calls of the source: *; . = no result given; [ ] = dose if it differs, or a comment.

Wee1 stabilizer	Rad51 HR inh	p97 ATPase inh	eIF4E 4G PPI	14-3-3 Bad PPI	MDM2 E3 inh	FXIa inh	KLK5 inh	FXIIa inh	canonical_smiles
-3	3	4	0	-7	-5	-6	-3	1	O=C(CN(c1ccccc1)S(=O)(=O)c1ccccc1)NCCSc1ccccn1
-2	-1	-2	.	.	-5	9	0	15	COc1ccc(Cl)cc1NC(=O)CCN1CCN(C)CC1
2	5	4	-2	-22	-2	-7	-12	16	Nc1nc(-c2ccccc2)nn1C(=O)c1ccco1
-3	-1	5	-2	-2	-9	7	4	10	FC(F)(F)c1cccc(-c2ccc(/C=N/Nc3nncc(-c4ccccc4)n3)o2)c1
2	.	5	5	-3	-1	8	-9	8	Cc1cccc(C(=O)NNC(=O)c2cccc(C)c2)c1
3	-5	-1	-2	-17	-26	-6	-2	1	C=CCn1c(CCc2ccc(OC(C)C)cc2)n[nH]c1=S
0	-1	-2	-15	-12	-24	-1	-13	9	CCCCNC(=O)Nc1ccc(Br)cn1
3	6	7	-2[fluorescence artefact?]	3	1	9	-3	10	Cc1ccc(C)c(NC(=S)N=Nc2c(O)n(C)c3ccc(S(=O)(=O)N4CCOCC4)cc23)c1
0	-7	2	0	2	-4	10	12	16	O=C(CC1C(=O)OCN1C(=O)OCc1ccccc1)OCC(=O)c1ccccc1 (stereo not drawn)
5	.	0	3	-3	-8	2	1	7	Cc1ccc(NC(=O)Cn2cnc3sc(C(=O)NCc4ccco4)c(C)c3c2=O)cc1Cl
0	11	0	5	6	-37	3	-4	9	COCc1c(C(=O)N2CCN(c3ccc(C(F)(F)F)cn3)CC2)oc2ccccc12
3	30	-4	0	-2[fluorescence artefact?]	-8	3	-2	7	Cc1cccc(CCNC(=O)CCNC(=O)Cn2ccc3ccccc3c2=O)c1
0	8	7	-1	-16	7	-1	-2	5	CCNC(=S)N1CCC(NC(=O)c2ccco2)CC1
.	-6	.	-3	17	23	-3	1	6	C=C(C)C(=O)Nc1cccc(C2=NOC3(C2)C[C@@H](C(N)=O)N(C(=O)c2cc([N+](=O)[O-])cc([N+](=O)[O-])c2)C3)c1 (stereo partly drawn)
0	-12	-1	2	48	-21	-6	-12	9	N=c1ccn(CC(=O)NC(N)=O)c2ccccc12
4	.	-3	15	-1	6	8	2	11	Cc1cccc(Cn2cccc2/C=C2/C(=N)N3C=CSC3=NC2=O)c1
.	5	.	-16	-7	2	3	3	10	CCOC(=O)N1CCN(C(=O)CS(=O)(=O)c2cn(Cc3ccc(F)cc3)c3ccccc23)CC1
3	.	-1	1[fluorescence artefact?]	5[fluorescence artefact?]	-26	18	-1	24	COc1cccc(N2CC(O)=C(c3ccccc3)C2=N)c1
1	5	2	5	-19	-1	5	-15	14	O=C(Nc1ccc(S(=O)(=O)Nc2nccs2)cc1)c1ccc(S(=O)(=O)N2CCOCC2)cc1
-1	1	1	-4	-12	-8	11	-12	13	CSc1nncc(/C(C)=N/O)n1
-2	-4	-8	1	3	-13	1	-9	8	CC1=C(C(=O)OCCOC(C)C)C(c2cc3c(cc2Br)OCO3)CC(=O)N1 (stereo not drawn)
2	.	-3	8	-3	-26	9	16	17	COC(=O)c1[nH]c2ccc(Cl)cc2c1NC(=O)C1CC1
3	9	4	-1	-3	3	3	4	9	CCCN1C(=O)CC(Sc2ncccc2C(=O)O)C1=O (stereo not drawn)
5	.	-2	2	1	4	2	1	9	CCOc1ccc(-c2nnc3ccc(SC(C)C)nn23)cc1
-3	-2	6	6	-1	-4	0	1	5	COc1ccccc1N1CCN(C(=O)Cn2nc3n(C)c4ccccc4n3c(=O)c2=O)CC1
0	.	-4	4	46[fluorescence artefact?]	.	1	-24	4	CNCC(=O)Nc1c(C)n[nH]c1C
-1	6	0	0	34	-8	-11	-5	-6	COc1ccc(CCn2nnnc2C(CC(C)C)N2CCC(C(N)=O)CC2)cc1OC (stereo not drawn)
-2	6	10	6	13	-20	-4	-5	6	Cc1nnc(SCc2nc3sc(C(=O)O)c(C)c3c(=O)[nH]2)s1
0	8	-1	2[fluorescence artefact?]	5	-5	7	-5	11	COc1ccccc1CNC(=O)c1ccc(-c2ccccc2)cc1
-1	.	2	4	-6	.	-1	3	6	O=C(NCc1ccccc1)c1ccccc1C(=O)c1ncc[nH]1

Quoted from the listing:
p97 ATPase inh result of Cc1cccc(CCNC(=O)CCNC(=O)Cn2ccc3ccccc3c2=O)c1 : -4
FXIa inh result of Cc1nnc(SCc2nc3sc(C(=O)O)c(C)c3c(=O)[nH]2)s1 : -4
Rad51 HR inh result of CCCN1C(=O)CC(Sc2ncccc2C(=O)O)C1=O (stereo not drawn) : 9

Remaining list, next part
Wee1 stabilizer	Rad51 HR inh	p97 ATPase inh	eIF4E 4G PPI	14-3-3 Bad PPI	MDM2 E3 inh	FXIa inh	KLK5 inh	FXIIa inh	canonical_smiles
-4	-17	0	4	0	-9	-1	-3	9	O=C(CN1CCN(Cc2ccccc2Cl)C1=O)NCCCN1CCOCC1
8	.	5	-3[fluorescence artefact?]	0	.	2	-10	5	O=C(NCc1ccco1)c1ccc2c(=O)n(-c3ccccc3)c(=O)n(Cc3cccc(F)c3)c2c1
-2	-2	7	1	-7	6	-1	-5	-4	CC(=O)OCC1=C(C(=O)O)N2C(=O)C(NC(=O)c3ccc(F)cc3)C2SC1 (stereo not drawn)
-1	0	3	-6[fluorescence artefact?]	-5[fluorescence artefact?]	2	2	-6	14	CN1CCN(CC(=O)Nc2ccc(Oc3ccccc3)cc2)CC1
-4	.	5	2	-6	-27	0	6	11	COC(=O)Cc1c(C)nc2nc(NCc3ccc(Cl)cc3)[nH]n2c1=O
5	-2	-2	4	-1	19	-2	-1	8	COc1ccc(S(=O)(=O)NN(C)c2nc(C(F)(F)F)nc3ccccc23)cc1
-2	-9	5	2	-3	.	9	-9	12	O=C1N[C@@H](Cc2cnc[nH]2)C(=O)N2CCC[C@@H]12
2	-5	-2	-7	-4	14	4	-13	13	CN(CCCNC(=O)c1cccn2c(=O)c3ccccc3nc12)Cc1ccccc1
0	1	3	-3	-7	-1	-8	-2	3	Cc1nnc(NC(=O)CSc2nnc(C)n2-c2ccc(F)cc2)s1
2	1	7	-3	1	.	1	1	14	O=C(O)c1ccc(C(=O)c2ccc3c(c2)C(=O)N(CCO)C3=O)cc1
-3	-2	-3	-6	0[fluorescence artefact?]	-4	-4	-13	-2	N#CC(c1cccc(Cl)c1)c1ncc(C(F)(F)F)cc1Cl (stereo not drawn)
1	11	0	-1	-14	-8	6	-16	7	CC(C)CNC(=O)C(=O)Nc1ccc(N(C)C)cc1
-1	-6	1	-1	-2	-27	6	28	2	O=C(O)CCc1ccc(-c2cccs2)n1NC(=O)c1ccc(O)cc1
0	-3	7	2	4[fluorescence artefact?]	.	6	-4	14	Cc1c2c(nc3ccccc13)OCC2
-1	-1	2	1	-4	3	-1	-12	14	O=C(Cc1cc(=O)[nH][nH]1)N/N=C/c1ccccc1Cl
-1	5	3	-2	-7	5	-3	-5	5	O=C(CNS(=O)(=O)c1ccc2ccccc2c1)NCCc1ccccn1
3	0	2	2	-7	-7	4	1	8	c1ccc(CNc2ncnc3nc[nH]c23)cc1
-3	1	1	3[fluorescence artefact?]	-13	-14	0	-19	12	CN(Cc1cccs1)C(=O)COc1ccc(-c2nnco2)cc1
3	9	0	-1	9	-14	19	2	29	Cn1cnnc1SCC(=O)c1ccc2c(c1)CCCC2
1	-4	0	2[fluorescence artefact?]	16	-13	0	-4	9	CC1(C(=O)CSc2nc3ccccc3[nH]2)CCC(=O)O1 (stereo not drawn)
-3	-1	1	-1	-4	-2	5	3	25	CCCN1C(=O)/C(=C/c2ccc(C)s2)SC1=Nc1ccc(OC)cc1
0	5	1	3	-3	-8	0	1	5	CCOC(=O)c1c(C(C)(C)C)oc2ccc(O)cc12
4	.	2	11	5	-10	-4	0	8	CC(C)CNc1nc(Oc2ccc(=O)n(C)n2)nc(N2CCOCC2)n1
0	-4	2	6	9	-4	-22	-21	10	Cc1ccc(-n2nnnc2SCC(=O)c2cc(C)n(-c3cc(C)on3)c2C)cc1
3	1	-8	-6	11	-16	5	-3	16	O=C(NCCc1csc(-c2ccc(C(F)(F)F)cc2)n1)c1cccs1
-1	10	-7	-6	0	4	8	12	19	Cn1c(=O)cc(OCCCC(=O)N2CCN(Cc3ccc4c(c3)OCO4)CC2)c2ccccc21
-1	.	-2	4	-2	-15	-6	-2	3	Cc1ccc(C(=O)OCC(=O)Nc2c(C)n(C)n(-c3ccccc3)c2=O)cc1[N+](=O)[O-]
-2	-3	3	-4	-1	-4	-2	-1	17	O=C(COC(=O)c1c[nH]c(=O)[nH]c1=O)Nc1ccccc1
-3	6	-4	1	3	-7	-4	-2	4	CCCNC(=O)Cc1c(C)oc2ccccc12
0	10	0	1	-2	-9	2	-4	17	Cc1cc(C)nc(NC(=O)c2ccc(Cl)c(Cl)c2)n1
